Source: PubChem
WT yeast gro inh – growth inhibition of WT strain, primary screen, mitochondrial fusion inhibitor project, WT and mutant strains, chemical genetic; mitochondrial fusion phenotypic screen; inhibition, % at 10 µM; 190,000 compounds, 2.1% hits; AID 1362, 2008; in the data active = inhibition above about 58%; tested in S. cerevisiae
West Nile virus CPE – West Nile virus antiviral activity, cell-based, CPE readout (AID 1621). West Nile virus-infected cells, CPE inhibition; higher % means a stronger effect. one-dose CPE inhibition, % at 10 µM; IC50 in µM for titrated hits. 290,000 compounds, 0.02% hits; in the data active = a potency from the dose series; note: strong numbers were not always called active
Hep lipid drop – inhibitors of hepatocyte lipid droplet formation, primary screen, imaging, high-throughput imaging, BODIPY stain; AML12 mouse hepatocytes, oleate lipid droplets; inhibition, % at 6.5 µM; 240,000 compounds, 0.4% hits;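 active = lipid droplet intensity inhibited by at least 50%, with more than 500 cells counted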
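Assay system: AML12 hepatocytes (mouse); Probe or stimulus: oleic acid at 100 µM to induce lipid droplet formation; Dosing: compound at 6.5 µM only; Schedule: compound with oleate, overnight; Detection: fluorescence imaging, 20x objective, two fields per well; Measure: % inhibition of lipid droplet signal.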
MT stabilize HCS – microtubule stabilizers in HeLa cells, primary screen, imaging, high-content imaging | % tubulin-high responders, % at 10 µM | AID 2205, 2009 | HeLa tubulin immunostaining HCS, 24 h; share of cells brighter than vehicle mean+2SD | 200,000 compounds, 0.83% hits;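 active = plate Z-score above 3 for both tubulin-high and condensed-nucleus cell shares, with cell loss under 80%, at 10 µM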;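 note: anti alpha tubulin signal scored within the nucleus-defined area of each cell; some results filed as inactive read as strong as hits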
b-catenin transl – modulators of beta-catenin nuclear translocation, primary screen, imaging, HeLa cells, immunofluorescence, high-content; nuclear translocation activity, % at 5 µM; 190,000 compounds, 0.3% hits;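 active = nuclear translocation activity above 50% at 5 µM, with a well cell count of 50 or more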;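 note: per-cell ratio of nuclear to cytoplasmic median beta-catenin stain intensity; plate controls were DMSO negative control for no effect and GSK-3 inhibitor IX positive control for full effect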
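Test system: human HeLa cell line; Doses: 5 µM primary, 0.02–20 µM confirmation; Incubation: 24 h compound exposure, 37°C; Detection: beta-catenin immunofluorescence imaging with DAPI; Read-out: beta-catenin nuclear/cytoplasmic ratio, % activation.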
Autophagy HCS – autophagy modulators in MEF cells, primary screen, imaging, high-content, MEF GFP-LC3; MEF GFP-LC3 puncta imaging; test concentration mostly 10 µM; AID 463193, 2010; calls only at 10 µM (by protocol); 190,000 compounds, 0.98% hits;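 active = percentage of spot-positive cells more than 3 SD above its plate mean, without a fluorescence outlier flag or 80% toxicity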;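 note: spot-positive cell cutoff set from DMSO-treated cells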
Insulin prom up – insulin promoter activators in MIN6 cells, imaging, high-content screening, mouse beta cells; AID 1625, 2009; MIN6 insulin promoter-GFP reporter; active compounds read high; 190,000 compounds, 0.3% hits; z-score at 5 µM;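 active = z-score above 3 at 5 µM with at least 500 cells counted in the well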
Myeloid diff MLP – induction of myeloid progenitor differentiation, primary screen, cell-based, flow cytometry, MLPCN library | calls only at 10 µM | 360,000 compounds, 1% hits | ER-HoxA9 myeloid progenitors, lysozyme-GFP differentiation | AID 624256, 2012;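 active = normalized GFP-positive differentiation at or above the plate's own cutoff, the solvent-only control mean plus 3 SD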;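 note: cells exposed to compound for four days before flow analysis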
T cell modulator – modulators of CD8 T cell-vesicle binding, primary screen, mouse 2C CD8+ T cells, flow cytometry; 2C CD8+ T cell-vesicle binding; active compounds read low; calls only at 7 µM; 330,000 compounds, 0.068% hits; AID 2052, 2009;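 active = response, share of CD8 T cells binding vesicles, and their 90th percentile fluorescence all below set limits, cut at about 80% in these data, passing the limit was not always enough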
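System: murine 2C transgenic CD8+ T lymphocytes; also added: QL9-loaded Drosophila micro-vesicles; times: binding 1.5 h at 37 °C; measured by: flow cytometry, PE anti-B7-1 (FL2) versus Alexa647 anti-CD8 (FL8), PFA-fixed; control set: Peptide-free naked vesicles (low) and QL9 vesicles with 0.7% DMSO vehicle (high)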
WT yeast gro inh mutant strain – further read-out of WT yeast gro inh, marked with its call; inhibition, %; mitochondrial fusion phenotypic screen, mutant strain inhibition
Insulin prom up cell count – further read-out of Insulin prom up, marked with its call; cell count; measured here: cytotoxicity, nuclei count;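 total cells summed across four imaged fields per well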
Hep lipid drop cells 6.5 µM – second read-out of Hep lipid drop, no call of its own (marks repeat the call); cell count; measured here: cell count, cytotoxicity flag;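 cells counted across two imaged fields per well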
b-catenin transl cell count 5 µM – also measured in b-catenin transl; calls as there; cell count; measured here: cell count, cytotoxicity flag
T cell modulator vesicle-bound % – recorded beside T cell modulator, whose call it bears; double positive events, %; measured here: CD8+ vesicle-bound cell fraction;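 binding gate set so that unloaded-vesicle control wells show 10% double positive cells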
MT stabilize HCS Hoechst-high % – recorded beside MT stabilize HCS, whose call it bears; % Hoechst-high responders; measured here: nuclear condensation Hoechst responders;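 share of cells brighter than vehicle mean plus two SD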
MT stabilize HCS cytotoxicity % – recorded beside MT stabilize HCS, whose call it bears; toxicity, %; measured here: cytotoxicity by cell density;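 0% = mean cell density of plate MIN control wells and 100% = no cells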
Autophagy HCS cell loss 18 h – further read-out of Autophagy HCS, marked with its call; toxicity, %; measured here: cell loss, nuclei count;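 cell loss after 18 h compound exposure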
Myeloid diff MLP GFP+ MAC1+ % – recorded beside Myeloid diff MLP, whose call it bears; GFP+ MAC1+ double positive, %; measured here: differentiation confirmed by MAC1 staining
* marks the source's active call; other numbers are inactive results; i = inactive; nt = no result given.

smiles,WT yeast gro inh,WT yeast gro inh mutant strain,West Nile virus CPE,Hep lipid drop,Hep lipid drop cells 6.5 µM,MT stabilize HCS,MT stabilize HCS Hoechst-high %,MT stabilize HCS cytotoxicity %,b-catenin transl,b-catenin transl cell count 5 µM,Autophagy HCS,Autophagy HCS cell loss 18 h,Insulin prom up,Insulin prom up cell count,Myeloid diff MLP,Myeloid diff MLP GFP+ MAC1+ %,T cell modulator,T cell modulator vesicle-bound %
Cc1ccc(-c2nnc(Cc3ccc(Cl)cc3)o2)cc1,-13,-5,0.2%,nt,nt,2.4,3.0,7.0,nt,nt,i,9,-0.91,837,i,2.5,i,30
CCOC(=O)C(C)n1cnc2c(nnn2-c2ccccc2)c1=O (stereo unspecified),nt,nt,-0.2%,-8,785,nt,nt,nt,nt,nt,nt,nt,nt,nt,i,1.7,i,35
CC1(C)SC(=S)N(c2ccccc2)C1/[N+]([O-])=C/c1cccc([N+](=O)[O-])c1 (stereo unspecified),nt,nt,-0.7%,0,693,nt,nt,nt,-3.1,1116,nt,nt,0.14,1473,i,0.3,i,53
COc1ccc(CC(CC(=O)O)C(=O)Nc2ccccc2)cc1 (stereo unspecified),6,1,0.8%,nt,nt,1.6,2.7,15,nt,nt,i,-16,0.29,1110,i,0.9,i,6
Cc1ccc(OCc2nnc(SCC(=O)NC3CCCCC3)n2C)cc1,-6,8,0.2%,6,739,nt,nt,nt,-5.7,1148,nt,nt,0.79,1248,i,0.9,i,54
Cc1cc(N2CC(C)OC(C)C2)nc(C(C)C)n1 (stereo unspecified),-13,6,-0.2%,10,752,3.0,3.1,9.4,-0.8,1135,i,4,0.22,1307,i,0.3,i,67
CCN(c1cc(C)cc(C)c1)S(=O)(=O)c1nnc(NC(=O)C(C)(C)C)s1,nt,nt,-1.5%,-18,836,nt,nt,nt,nt,nt,nt,nt,nt,nt,i,0.7,i,37
COc1ccccc1NC(=O)Cn1nc(C)n2cccc2c1=O,nt,nt,0.3%,0,691,nt,nt,nt,nt,nt,nt,nt,nt,nt,i,4.4,i,11
CC(=O)N1N=C(c2ccccc2)CC1c1ccccc1[N+](=O)[O-] (stereo unspecified),1,-7,-0.6%,-24,559,2.1,3.5,10.0,1.6,1111,i,-15,-0.49,1463,i,2.0,i,59
Cc1occc1C(=O)NCCCCNC(=O)c1ccoc1C,8,13,0.1%,9,796,3.8,1.9,7.6,nt,nt,i,-4,0.74,1260,i,0.5,i,31
Cc1nc2ccccn2c1C(=O)c1ccccc1,7,7,0.1%,4,732,2.3,2.4,3.7,0.6,1104,i,-10,-0.11,1208,i,1.1,i,10
COc1ccc(CCc2nnc(N)s2)cc1OC,nt,nt,0.3%,-5,836,nt,nt,nt,nt,nt,nt,nt,nt,nt,i,1.4,i,42
O=C(Nc1cccc2ccccc12)c1cc2c(cc1Br)OCO2,nt,nt,-0.6%,1,753,nt,nt,nt,-0.8,1052,nt,nt,0.53,1405,i,0.4,i,36
C=CCN=C(CC)C1=C(O)CCCC1=O,-1,9,0.1%,nt,nt,1.8,2.0,4.8,0.2,1096,i,-10,0.91,1057,i,1.6,i,42
O=C(O)c1cccc(NC(=O)c2ccc3c(c2)C(=O)N(C2CCCCC2)C3=O)c1,nt,nt,0.0%,-5,854,nt,nt,nt,nt,nt,nt,nt,nt,nt,i,0.3,i,6
Cc1ccc(S(=O)(=O)CCSc2n[nH]c(=O)n2-c2ccccc2)cc1,nt,nt,1.0%,2,743,nt,nt,nt,-1.5,1178,nt,nt,nt,nt,i,2.7,i,38
C=CCNC(=S)NNC(=O)c1cc(C)nc2ccccc12,16,13,0.5%,3,743,3.6,2.6,1.4,-3.1,512,i,5,-0.19,1250,i,0.2,i,36
CC(C)C(=O)N1CCC(n2nccc2NC(=O)CCc2ccccc2)CC1,nt,nt,0.0%,2,734,nt,nt,nt,nt,nt,nt,nt,nt,nt,i,2.1,i,17
CCOC(=O)c1ccc(Nc2ncccc2[N+](=O)[O-])cc1,2,5,-0.9%,-8,694,2.4,1.2,4.5,-0.6,1009,i,-10,0.29,1428,i,0.3,i,39
CCN(CC)S(=O)(=O)c1ccc(OC)c(NC(=S)Nc2cccc(C)c2)c1,-45,7,0.1%,-16,644,1.6,4.0,12,-0.2,955,i,8,0.24,1215,nt,nt,i,24
CCCCCCC(=O)N1C/C=C\C(c2ccc(OC)cc2)N(Cc2ccc(F)cc2)C(=O)[C@H]1Cc1ccccc1 (stereo partly specified),nt,nt,-0.9%,-2,752,nt,nt,nt,-1.2,1153,nt,nt,nt,nt,nt,nt,i,0
COc1ccc(/C=N/NC(=O)c2cccc([N+](=O)[O-])c2)cc1OS(=O)(=O)c1ccc(C)cc1,8,3,0.9%,nt,nt,3.5,2.5,4.3,-0.8,1367,i,-1,0.1,1345,i,0.6,i,6
Cc1ccc(NC(=O)C2CCN(S(C)(=O)=O)CC2)cc1Cl,nt,nt,0.0%,8,804,nt,nt,nt,nt,nt,nt,nt,nt,nt,i,0.4,i,58
CCOc1ccc(NC(=O)Nc2ccc(Br)cn2)cc1,23,15,-0.2%,-14,666,2.3,1.9,4.8,-1.4,1029,i,7,-1.2,1407,i,0.1,i,54
Cc1sc2nc(SCC(=O)O)[nH]c(=O)c2c1C,-4,-7,0.6%,8,658,3.3,2.0,8.1,-0.3,907,i,-2,0.31,1665,i,0.5,i,35
O=C(c1cncc(Br)c1)N1CCN(S(=O)(=O)c2ccccc2C(F)(F)F)CC1,nt,nt,-0.8%,12,700,nt,nt,nt,nt,nt,nt,nt,nt,nt,i,0.2,i,30
COCc1ccc(C(=O)NCC2(N3CCCCC3)CCCCC2)cc1,nt,nt,-0.9%,-1,840,nt,nt,nt,nt,nt,nt,nt,nt,nt,i,0.6,i,23
COc1ccccc1N1C(=O)c2cccc3cccc(c23)C1=O,nt,nt,-0.4%,-4,822,nt,nt,nt,nt,nt,nt,nt,nt,nt,i,1.1,i,53
CCCCOc1ccc(-c2cn3ccccc3n2)cc1[N+](=O)[O-],38,12,-2.2%,-3,597,2.6,2.2,6.2,3.6,491,i,6,-0.22,1103,i,0.3,i,62
CO/N=C(\N)c1nonc1N,nt,nt,0.1%,1,631,nt,nt,nt,0.9,1276,nt,nt,-0.31,878,i,0.8,i,51
COc1cc(C(=O)Oc2cc(N)n(S(=O)(=O)c3ccccc3)n2)cc(OC)c1OC,nt,nt,0.2%,5,774,nt,nt,nt,nt,nt,nt,nt,nt,nt,i,1.9,i,46
CCO[C@H]1OC(C(=O)N2CCN(C)CC2)=C[C@@H](c2ccc(Br)cc2)[C@@H]1CCCO,5,5,-0.4%,6,700,2.4,2.6,2.2,-2.4,1229,i,9,-0.29,1358,i,1.6,i,18
CCOC(=O)c1cnc2ncnn2c1N,4,4,0.5%,22,715,5.2,2.7,7.3,-5.4,1074,i,1,-0.04,1634,i,0.1,i,25
Nn1c(Cc2ccccc2)n[nH]c1=S,-18,13,0.8%,35,746,3.2,2.0,8.6,-1.6,1044,i,0,0.08,1645,i,0.5,i,41
NC(=O)Cc1ncc(C(F)(F)F)cc1Cl,3,-8,0.7%,-2,692,3.9,2.1,7.9,0.5,1138,i,17,-0.51,1381,i,0.6,i,10
Cc1ccc2cc(CN(C(=O)c3ccco3)c3cccc(C)c3C)c(=O)[nH]c2c1,nt,nt,-0.5%,-4,588,nt,nt,nt,-0.6,1237,nt,nt,-0.21,1019,i,1.1,i,53

A few values from the results shown.
Hep lipid drop cells 6.5 µM result of COCc1ccc(C(=O)NCC2(N3CCCCC3)CCCCC2)cc1 stands at 840
Insulin prom up cell count result of CCCCOc1ccc(-c2cn3ccccc3n2)cc1[N+](=O)[O-] stands at 1103
MT stabilize HCS result of Cc1sc2nc(SCC(=O)O)[nH]c(=O)c2c1C stands at 3.3

(list continues)
smiles,WT yeast gro inh,WT yeast gro inh mutant strain,West Nile virus CPE,Hep lipid drop,Hep lipid drop cells 6.5 µM,MT stabilize HCS,MT stabilize HCS Hoechst-high %,MT stabilize HCS cytotoxicity %,b-catenin transl,b-catenin transl cell count 5 µM,Autophagy HCS,Autophagy HCS cell loss 18 h,Insulin prom up,Insulin prom up cell count,Myeloid diff MLP,Myeloid diff MLP GFP+ MAC1+ %,T cell modulator,T cell modulator vesicle-bound %
CCCNC(=O)Nc1nnc(C2CC2)s1,-9,-4,-0.2%,-3,728,1.9,2.0,0.4,0.1,1110,i,15,-0.08,1366,i,0.2,i,53
O=C(NCCCN1CCOCC1)c1cc2cc(Br)ccc2oc1=O,-14,-6,0.1%,nt,nt,4.1,3.2,13,-1.0,895,i,-2,0.39,1397,i,1.5,i,37
COC(=O)CCN(C(=O)c1cc(OC)c(OC)c(OC)c1)c1ccccn1,11,25,0.3%,3,787,1.9,1.9,13,-2.6,1191,i,3,0.07,905,i,4.4,i,22
Cc1csc(NC(=O)Nc2cccc(Cl)c2)n1,29,5,-1.2%,3,744,2.3,1.8,0.1,21,523,i,-5,nt,nt,i,0.6,i,17
